Source: PubChem BioAssay (several laboratories)
APP 5'UTR act = activates APP 5'UTR luciferase reporter; SH-SY5Y APP 5'UTR luciferase reporter, luminescence; zero percent = DMSO vehicle wells; activation, % at 2 µM; 1% of 190,000 active; AID 1276;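 active = activation above a set limit, based on mean plus 3 SD of controls, cut at about 140% in these data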; note: values of inactives mirror those of a sister screen read the other way
TLR4 MyD88 comp = TLR4-MyD88 interaction inhibition in cells. O00206+Q99836. HeLa CL3-4 TLR4/MyD88 BLA complementation, FRET ratio. inhibition, % at 8.4 µM. 0.18% of 200,000 active. AID 861; in the data active = inhibition above about 25%;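 note: 0% = vehicle and 100% = reference inhibitor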
Target sequence (O00206 whole entry, looked up): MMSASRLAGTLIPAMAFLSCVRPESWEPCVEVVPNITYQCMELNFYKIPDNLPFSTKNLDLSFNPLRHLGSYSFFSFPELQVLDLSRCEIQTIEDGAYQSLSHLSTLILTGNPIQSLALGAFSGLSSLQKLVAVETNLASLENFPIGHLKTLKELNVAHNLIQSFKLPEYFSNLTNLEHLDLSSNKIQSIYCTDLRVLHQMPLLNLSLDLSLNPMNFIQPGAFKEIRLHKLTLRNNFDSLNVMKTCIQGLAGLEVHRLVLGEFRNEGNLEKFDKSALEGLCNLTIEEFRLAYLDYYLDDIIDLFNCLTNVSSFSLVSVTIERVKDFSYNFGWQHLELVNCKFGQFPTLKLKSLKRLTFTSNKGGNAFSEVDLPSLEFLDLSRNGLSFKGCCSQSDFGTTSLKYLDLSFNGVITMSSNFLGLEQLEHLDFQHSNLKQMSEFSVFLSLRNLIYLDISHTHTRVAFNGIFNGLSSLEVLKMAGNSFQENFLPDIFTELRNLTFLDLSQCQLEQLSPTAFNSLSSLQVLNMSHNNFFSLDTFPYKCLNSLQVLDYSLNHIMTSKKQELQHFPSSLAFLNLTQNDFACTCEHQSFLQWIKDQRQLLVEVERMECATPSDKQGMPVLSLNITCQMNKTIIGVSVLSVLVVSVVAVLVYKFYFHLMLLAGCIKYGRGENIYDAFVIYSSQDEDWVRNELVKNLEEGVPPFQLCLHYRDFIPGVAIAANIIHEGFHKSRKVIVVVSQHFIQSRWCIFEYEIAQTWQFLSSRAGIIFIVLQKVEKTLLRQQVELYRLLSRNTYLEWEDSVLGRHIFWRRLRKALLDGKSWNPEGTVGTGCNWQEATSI
Target sequence (Q99836 whole entry, looked up): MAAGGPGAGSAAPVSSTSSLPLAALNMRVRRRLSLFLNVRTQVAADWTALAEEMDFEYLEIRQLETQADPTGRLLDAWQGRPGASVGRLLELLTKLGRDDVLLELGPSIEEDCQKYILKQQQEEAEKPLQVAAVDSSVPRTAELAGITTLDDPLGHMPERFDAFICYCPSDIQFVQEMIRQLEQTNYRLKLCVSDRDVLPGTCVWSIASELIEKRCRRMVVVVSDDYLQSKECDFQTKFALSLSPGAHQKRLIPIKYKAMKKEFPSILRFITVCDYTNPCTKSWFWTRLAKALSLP
FLuc inh counter = inhibits firefly luciferase, flagging false hits in luciferase inhibition screens; P08659; ATPLite firefly luciferase biochemical luminescence, 10 min; inhibition, % at 10 µM; 1.5% of 200,000 active; AID 1006;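 active = inhibition above about 50% when tested at 10 µM, limit read from the data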
FLuc stim CS = affects firefly luciferase, flagging false hits in luciferase stimulation screens; P08659; ATPlite luciferase biochemical, luminescence, 10 min; 0 = ATP-free wells, 1 = DMSO control; activation factor at 10 µM; 200,000 tested, under 10 active;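 active = luciferase activation factor, scaled between plate controls, of at least 2 with compound at 10 µM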
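assay system = Luciferase/luciferin detection reagent, cell-free biochemical luciferase assay | also added = ATP substrate | times = 10 min post-reagent at room temperature | measured by = luminescence from luciferase reaction | measure = luciferase activation, seen as luminescence increase over controls | benchmarks = low control with PBS replacing ATP, high control enzyme plus ATP without compound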
STAT1 activator = STAT1 signaling activation | NIH 3T3 STAT1-luciferase reporter, IFN-gamma, luminescence; 100% = IFN-gamma alone, no compound | activation (% of control), % at 5.5 µM | 2.6% of 200,000 active;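 active = activation above the screen-wide mean activation plus 3 SD, cut at about 130% in these data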;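 note: raw ratio to IFN-gamma control signal so 100% means no change and 0% no light; values of inactives mirror those of a sister screen read the other way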
NF-kB neuron act = raises NF-kB expression in human neuronal cells | NF-kB reporter expression; stronger effect = higher value | fold change at 12.5 µM | 1.6% of 190,000 active; in the data active = fold change above about 3.3
Diaph act CS = diaphorase activation or chemical reduction counter-screen | Diaphorase/resazurin coupled assay, resorufin fluorescence, 16 min; stronger effect = higher value; 1 = vehicle wells, 0 = NADH-free wells | 0.005% of 190,000 active | activation factor at 20 µM;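 active = diaphorase activity raised at least twofold by the compound at 20 µM; inactive = activation factor below 2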
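Material: purified diaphorase enzyme from Clostridium kluyveri; Also added: 0.114 mM NADH and 0.1 mM resazurin, final amounts; Doses: single compound dose of 20 µM, 1% DMSO final; Times: 16 min enzyme reaction, ambient temperature; Detection: resorufin fluorescence, excitation 544 nm, emission 590 nm; Measure: increased resorufin signal from activators or reducing compounds.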
G6PDH CS = counter-screen for G6PDH assay hits: L. mesenteroides G6PDH inhibition; AID 1020; Purified L. mesenteroides G6PDH, diaphorase/resazurin coupled fluorescence, 45 min; inhibition, % at 5 µM; 0.12% of 200,000 active; in the data active = inhibition above about 50%
Diaph inh CS = counter-screen for diaphorase-based assays: diaphorase inhibitors and chemical oxidizers; inhibition, % at 20 µM; 0.69% of 190,000 active; diaphorase resazurin-to-resorufin fluorescence, NADH, 16 min; bacterial (C. kluyveri) enzyme, not human;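 active = primary screen inhibition at 20 µM above a set limit, cut at about 50% in these data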;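 note: plate controls were DMSO with full reaction for no effect and wells lacking NADH for full effect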
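Assay system: diaphorase enzyme from Clostridium kluyveri. Quantity: enzyme working solution with 0.14 U/mL diaphorase. Schedule: reaction incubation of 16 min at room temperature. Technique: resorufin fluorescence, excitation 544 nm, emission 590 nm. Controls: No-NADH positive control and DMSO neutral control.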
APP 5UTR inh = APP translation inhibition. SH-SY5Y APP 5'UTR-luciferase reporter, luminescence. inhibition, % at 2 µM. 0.82% of 190,000 active. AID 1285;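 active = inhibition above a set limit, derived from the sample mean plus 3 SD, cut at about 45% in these data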; note: values of inactives mirror those of a sister screen read the other way
The depositor's hits bear a star; . = not tested or not shown.

SMILES	APP 5'UTR act	TLR4 MyD88 comp	FLuc inh counter	FLuc stim CS	STAT1 activator	NF-kB neuron act	Diaph act CS	G6PDH CS	Diaph inh CS	APP 5UTR inh
CCc1cc(C(=O)c2ccc(C)cc2)c(NC(=O)CCl)s1	-3	10	8	0.9	105	0.87	1	-19	4	3
CCC1CCCN1Cn1cnc2c([nH]c3ccc(C)cc32)c1=O (centres undefined)	2	-1	-4	1	107	1.4	1.1	4	-11	-2
CC(Sc1n[nH]c(N)n1)C(=O)Nc1cccc(S(=O)(=O)N2CCOCC2)c1 (centres undefined)	-13	1	-2	1	99	1.2	0.9	3	6	13
COc1ccc(CCN2CC(C(=O)O)CC2=O)cc1OC (centres undefined)	5	-7	-1	1	94	1.2	1	3	4	-5
CC(C)COP(=O)(OCC(C)C)C(Nc1ccccc1)c1ccc2c(c1)OCO2 (centres undefined)	-4	-6	-6	1.1	82	0.52	0.9	5	11	4
COc1cccc(/C=N/n2nnnc2N)c1OCc1ccccc1Cl	-19	-11	1	1	97	1.1	1	2	0	19
CCOc1ccc(N(CC(=O)Nc2ccccc2C(=O)NC(C)CC)S(C)(=O)=O)cc1 (centres undefined)	22	5	-4	1	105	0.97	1	-3	0	-22
COc1ccc(/C=C/c2nc(-c3ccccc3O)n[nH]2)cc1	170*	-16	36	0.6	89	7.6*	0.8	23	18	-170
CCOc1ccc(C2CC(c3ccccc3C)n3nc(N)nc3N2)cc1 (centres undefined)	9	-11	0	1	103	0.9	1	22	-4	-9
CCS(=O)(=O)NCCc1cc2cc(C)c(C)cc2[nH]c1=O	-12	1	-8	1.1	101	1	0.9	5	5	12
C=CCn1c(Oc2ccc(C(=O)OC)cc2)nc2c1c(=O)n(C)c(=O)n2C	8	13	-5	1	99	0.81	1.1	3	-6	-8
CCn1cnc2cc(NCc3ccncc3)ccc21	7	-5	-6	1.1	107	0.96	0.8	2	15	-7
Cc1cccc(C(=O)c2c[nH]cc2-c2ccccc2)c1	-1	6	-2	1	100	1.2	0.9	-3	6	0
CCc1nc2ccccc2c(C(=O)OCC(=O)Nc2ccc(S(=O)(=O)N3CCOCC3)cc2)c1C	-5	-9	-10	1.1	95	0.46	0.8	8	20	5
N/C(=N\OC(=O)/C=C/c1ccccc1Cl)c1ccccn1	124	-10	74*	0.3	59	4.1*	0.9	9	14	-124
Cc1n[nH]c(C)c1S(=O)(=O)N1CCN(C(=O)c2ccco2)CC1	13	-12	-5	1.1	101	1.5	0.8	2	17	-13
Fc1ccccc1OCCSc1ncnc2nc[nH]c12	20	-8	12	0.9	122	1.9	1	3	0	-20
O=C(Nc1ccccc1N1CCN(C(=O)c2ccc(Cl)cc2)CC1)c1cc2ccccc2o1	-14	11	-8	1.1	98	0.38	0.7	-34	28	14
Cc1cc(N2CCN(S(=O)(=O)c3ccc4ccccc4c3)CC2)n2ncnc2n1	-19	-7	-6	1.1	90	1.1	0.7	7	29	19
Cc1ccc(NC(=S)N2CCC(c3nc4ccccc4s3)CC2)cc1	.	2	-2	1	104	0.93	0.9	8	6	.
CCC1CCc2c(sc(NC(=O)c3ccoc3C)c2C(N)=O)C1 (centres undefined)	2	15	3	1	112	1.8	0.8	1	19	-2
Cc1c(NC(=O)Cc2ccccc2)cccc1C(=O)NN1C(=O)c2ccccc2C1=O	8	-9	-4	1	101	0.9	0.9	-11	15	-8
CCOC(=O)N1CCN(C(=O)Cn2nc(-c3ccc(Cl)cc3)ccc2=O)CC1	-5	-1	-3	1	105	1.2	1.1	4	-5	5
O=C(c1ccc(COc2ccc(Cl)cc2)o1)N1CCN(Cc2ccc3c(c2)OCO3)CC1	-7	7	-7	1.1	103	1.1	0.8	9	17	7
CCOc1ccc(CCNC(=O)CCc2nc(-c3ccc(OC)cc3)no2)cc1OCC	-2	10	1	1	93	1	1	2	0	2
Cc1cccc(-c2cc3nc4c(c(N5CCOCC5)n3n2)CCCC4)c1	183*	4	30	0.7	116	1.4	0.8	-40	24	-183
CC1(C)Cc2nc(NCCN3CCOCC3)c(C#N)cc2CO1	1	-1	-4	1	99	1.2	0.8	1	21	-1
CCOC(=O)c1ccc(NC(=O)CCOc2ccc(OC)cc2)cc1	15	-9	-5	1.1	98	1	0.9	-2	7	-15
CCNC(=O)C1CN(S(=O)(=O)c2ccccc2)CCN1S(=O)(=O)c1ccccc1 (centres undefined)	16	0	-1	1	105	1.2	0.8	2	16	-16
Cc1ccc(CNC(=O)c2oc3ccc(S(=O)(=O)N4CCC5(CC4)OCCO5)cc3c2C)cc1	1	-8	-4	1	98	0.33	0.7	-43	32	-1
CC(NC(=O)Nc1ccc(F)cc1F)c1ccncc1 (centres undefined)	-6	-8	0	1	103	1	0.9	1	11	6
O=C(Nc1ccncc1)c1ccc(F)cc1	-3	5	4	1	104	0.91	0.9	24	9	3
CC(C)=CCN1CCN(Cc2ccc(C#CC(C)(C)O)s2)CC1CCO (centres undefined)	-7	-7	-2	1	99	1.2	1.1	10	-6	7
CC(=O)C1=C(C)NC(SCC(=O)c2ccccc2)=C(C#N)C1CC(C)C (centres undefined)	-1	-5	0	1	126	1.2	0.9	-4	14	1
Cc1ccc(C(=O)NC(=S)N2CC(C)OC(C)C2)cc1[N+](=O)[O-] (centres undefined)	8	10	-3	1	101	1	0.8	-3	16	-8
CCCn1cc(CN2CCCC(C(=O)c3cccc(OC(C)C)c3)C2)c(C)n1 (centres undefined)	-12	18	-4	1	92	0.93	1	-2	4	12
Nc1nc(N)c(Cc2ccc(Cl)cc2Cl)c(N)n1	0	13	-8	1.1	81	0.77	1.1	8	-6	0
CCN(CC)c1ccc(/C=c2\sc3nnc(-c4ccccc4Cl)n3c2=O)cc1	-5	0	6	0.9	101	1	0.9	-6	12	5
O=C(Nc1ccc(S(=O)(=O)Nc2nccs2)cc1)c1ccc(=O)[nH]c1	-4	-3	-4	1	97	1.3	0.8	10	18	4
CCCc1[nH][nH]c(=O)c1C(c1ccc(Br)cc1)C(C#N)C#N (centres undefined)	-4	5	-3	1	93	1.1	0.9	3	15	4

Compounds listed so far containing two or more sulfur atoms (four):
SMILES	APP 5'UTR act	TLR4 MyD88 comp	FLuc inh counter	FLuc stim CS	STAT1 activator	NF-kB neuron act	Diaph act CS	G6PDH CS	Diaph inh CS	APP 5UTR inh
CC(Sc1n[nH]c(N)n1)C(=O)Nc1cccc(S(=O)(=O)N2CCOCC2)c1 (centres undefined)	-13	1	-2	1	99	1.2	0.9	3	6	13
Cc1ccc(NC(=S)N2CCC(c3nc4ccccc4s3)CC2)cc1	.	2	-2	1	104	0.93	0.9	8	6	.
CCNC(=O)C1CN(S(=O)(=O)c2ccccc2)CCN1S(=O)(=O)c1ccccc1 (centres undefined)	16	0	-1	1	105	1.2	0.8	2	16	-16
O=C(Nc1ccc(S(=O)(=O)Nc2nccs2)cc1)c1ccc(=O)[nH]c1	-4	-3	-4	1	97	1.3	0.8	10	18	4

Some of these compounds in order of the APP 5'UTR act value, high to low:
compound | APP 5'UTR act | TLR4 MyD88 comp | FLuc stim CS | STAT1 activator | NF-kB neuron act | APP 5UTR inh
CC(=O)C1=C(C)NC(SCC(=O)c2ccccc2)=C(C#N)C1CC(C)C (centres undefined) | -1 | -5 | 1 | 126 | 1.2 | 1
O=C(Nc1ccc(S(=O)(=O)Nc2nccs2)cc1)c1ccc(=O)[nH]c1 | -4 | -3 | 1 | 97 | 1.3 | 4
CC(NC(=O)Nc1ccc(F)cc1F)c1ccncc1 (centres undefined) | -6 | -8 | 1 | 103 | 1 | 6
CC(C)=CCN1CCN(Cc2ccc(C#CC(C)(C)O)s2)CC1CCO (centres undefined) | -7 | -7 | 1 | 99 | 1.2 | 7

Further entries follow:
SMILES	APP 5'UTR act	TLR4 MyD88 comp	FLuc inh counter	FLuc stim CS	STAT1 activator	NF-kB neuron act	Diaph act CS	G6PDH CS	Diaph inh CS	APP 5UTR inh
CCc1c(C)nc2ncnn2c1N1CCCC(C(=O)NCCc2ccccc2)C1 (centres undefined)	24	7	-6	1.1	95	1.4	0.9	3	14	-24
Cn1c(N)c(S(=O)(=O)c2ccc(Br)cc2)c2nc3ccccc3nc21	-1	7	-3	1	99	0.96	0.9	3	6	0
O=S(=O)(c1ccccc1)c1nc(-c2ccccc2)oc1NCc1cccnc1	-4	-11	-2	1	102	0.91	0.9	5	5	4
O=C(COC(=O)c1ccccn1)Nc1ccc2c(c1)OCO2	1	10	3	1	104	1.8	0.9	8	14	-1
N#Cc1c(NC(=O)CCC(=O)O)sc2c1CCCC2	7	10	-1	1	101	1.1	0.8	-8	16	-6
O=C(Nc1ccc2c(c1)OCO2)C(c1ccc(Cl)cc1)N1CCC2(CC1)OCCO2 (centres undefined)	-5	3	0	1	104	1.1	0.9	-4	12	4
Cc1ccc(N=C2NC(=O)S/C2=C\c2ccco2)cc1	11	5	3	1	112	1	1	-9	1	-11
COC(=O)c1ccc(N2CCN(S(=O)(=O)c3ccc(Br)cc3)CC2)c([N+](=O)[O-])c1	.	-2	-5	1.1	95	0.89	0.8	-39	21	.
COc1ccc(-c2nc(=S)[nH][nH]2)cc1	20	-10	2	1	100	1.1	0.7	2	31	-20
COc1ccc2[nH]c(=O)c(CN(CCCN(C)C)C(=O)Nc3ccc(F)cc3)cc2c1	1	7	-2	1	90	0.45	1.1	3	-6	-1
O=C(Nc1ccc(NC(=O)C2CC2)nc1)c1cccnc1	11	0	-3	1	100	1.3	0.9	6	8	-11
CCOC(=O)CCCNC(=O)COC(=O)c1cc(Br)c(Br)s1	-5	-11	-8	1.1	94	1.1	0.9	8	6	5
Cc1cc(Br)ccc1S(=O)(=O)n1ccnc1C	24	7	-2	1	96	1.1	1	2	2	-24
Cc1ccc(S(=O)(=O)N2CCC(=O)N(CCOC(=O)Nc3cccc(Cl)c3)CC2)cc1	-10	-14	-10	1.1	95	1.2	1	17	5	10
COC(=O)c1[nH]c2cccc(OC)c2c1NC(=O)CN(C)CC1OCCO1	24	2	-4	1	100	0.93	0.9	2	14	-24
COc1cc2c(cc1OC)C1C(C(=O)Nc3ccccc3N3CCN(C)CC3)c3ccccc3C(=O)N1CC2 (centres undefined)	-13	-7	-5	1.1	87	1.4	1	0	1	13
COc1ccc(OC)c(C(=O)CSc2nc3c(c(=O)n(C)c(=O)n3C)n2C(C)C)c1	3	-4	-8	1.1	90	0.93	0.8	-2	20	-3
Cc1cc(C)nc(Nc2ncc(O)n2-c2ccc(C)c(C)c2)n1	-3	8	-10	1.1	96	1	1	3	0	3
CCN1CCc2c(sc(N)c2C(N)=O)C1	12	-4	-10	1.1	96	1	0.8	7	20	-12
Cc1cccc(-n2nnnc2SCC(=O)c2cc(C)n(CC3CCCO3)c2C)c1 (centres undefined)	3	6	5	0.9	98	1.3	0.8	11	21	-3
CCc1ccccc1NC(=O)C1CC(c2ccc(F)cc2)=NO1 (centres undefined)	-2	-10	-7	1.1	97	0.83	0.9	1	5	2
CCOC(=O)CNC(=O)CSc1ncnc2c1cnn2-c1ccccc1	-4	18	-4	1	97	1.6	0.9	-13	9	4
CCOC(=O)c1nc(NCc2ccccc2)c2ccccc2n1	2	7	0	1	94	1	1	8	0	-2
